High-throughput results (PubChem)
FBW7 activator: human FBW7 E3 ligase activation, primary screen | Q969H0 | AlphaScreen FBW7–phospho-cyclin E peptide binding, activator screen | normalized activity (activation), % at 26.1 µM | 0.13% of 650,000 active; in the data active means normalized activity above about 1.9%;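 further: purified mutant Fbw7 with reduced substrate affinity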
TEAD-YAP inh: TEAD-YAP interaction inhibition. HEK-TIYL cells, TEAD-Gal4/YAP UAS-luciferase luminescence. inhibition, % at 9.12 µM. 1.4% of 640,000 active; in the data active means inhibition above about 32%;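 further: 0% = median of test compound wells and 100% = reference inhibitor wells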
MITF inh: blocks human microphthalmia-associated transcription factor; AlphaScreen MITF homodimerization, bead proximity signal; inhibition, % at 2.6 µM; 0.91% of 650,000 active; AID 1259374; in the data active means inhibition above about 50%;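 further: 0% = vehicle wells with protein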
Target sequence (O75030 whole entry, looked up): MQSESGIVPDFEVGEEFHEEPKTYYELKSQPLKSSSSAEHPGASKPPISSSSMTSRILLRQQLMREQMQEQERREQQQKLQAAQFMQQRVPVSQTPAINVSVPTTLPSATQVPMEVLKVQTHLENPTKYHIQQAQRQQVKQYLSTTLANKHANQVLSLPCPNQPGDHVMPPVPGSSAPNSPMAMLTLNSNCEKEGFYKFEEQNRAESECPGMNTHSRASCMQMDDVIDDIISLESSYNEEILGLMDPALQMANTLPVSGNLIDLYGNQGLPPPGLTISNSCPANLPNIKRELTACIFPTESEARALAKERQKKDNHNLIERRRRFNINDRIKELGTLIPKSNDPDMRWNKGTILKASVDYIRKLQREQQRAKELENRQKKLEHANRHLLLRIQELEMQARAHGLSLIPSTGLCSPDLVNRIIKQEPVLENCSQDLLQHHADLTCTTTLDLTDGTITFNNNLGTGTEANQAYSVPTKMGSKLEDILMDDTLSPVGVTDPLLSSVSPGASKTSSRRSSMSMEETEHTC
GPR151 ag: activators of human GPR151. Q8TDV0. PathHunter beta-arrestin GPR151 cells, luminescence. activation, % at 11.2 µM. 1% of 650,000 active; in the data active means activation above about 4.9%;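 further: 0% = median of compound wells and 100% = cells with positive control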
Target sequence (Q8TDV0 whole entry, looked up): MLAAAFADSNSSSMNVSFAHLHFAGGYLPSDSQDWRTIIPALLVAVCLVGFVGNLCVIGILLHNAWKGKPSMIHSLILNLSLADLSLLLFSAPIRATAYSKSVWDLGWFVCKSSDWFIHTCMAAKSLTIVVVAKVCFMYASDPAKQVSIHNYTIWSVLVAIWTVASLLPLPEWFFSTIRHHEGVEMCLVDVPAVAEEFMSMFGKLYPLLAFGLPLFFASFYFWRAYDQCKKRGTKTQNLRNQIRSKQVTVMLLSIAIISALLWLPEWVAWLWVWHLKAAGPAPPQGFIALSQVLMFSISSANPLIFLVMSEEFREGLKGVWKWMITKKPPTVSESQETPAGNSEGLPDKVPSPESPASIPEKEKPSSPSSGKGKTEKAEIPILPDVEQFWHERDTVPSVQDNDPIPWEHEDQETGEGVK
Starred values were filed as active, the others as inactive; & = joins results of further samples.

SMILES | FBW7 activator | TEAD-YAP inh | MITF inh | GPR151 ag
Cc1ccccc1C1CC(c2ccc(F)cc2)Nc2nc(N)nn21 (stereo not drawn) | -0.1 | 13 | 9 | -0.1
CCOc1ccc(-c2ncccc2O)cc1 | 0.1 | -37 | 18 | 0.3
COc1cc(/C=C2\SC(=Nc3cc(C)cc(C)c3)NC2=O)ccc1OCc1ccc(Cl)cc1Cl | -0.1 | 7 | -2 | 1.7
COc1cc(CC2(CCC(=O)N(C)CCOc3ccc(C)cc3)CCC(=O)N2)ccc1F (stereo not drawn) | -0.1 | -3 | -9 | -0.6
Cc1ccc(COc2ccc3c(-c4ccccc4)cc(=O)oc3c2)cc1 | 0.1 | 10 | -4 | 0.5
O=C(CCc1nnc(CCc2c[nH]c3ccccc23)o1)NCc1ccc2c(c1)OCO2 | 0.0 | 1 | -2 | 2.0
CN(C)c1ccc(-c2nc3cc(NC(=O)COc4ccc(Cl)cc4Cl)ccc3o2)cc1 | -0.1 | -21 | -1 | 0.0
COCCNC(=O)[C@@H]1C[C@H](NCc2ccc3ccccc3c2)CN1C(C)C | 0.1 | -1 | 14 | -0.7
O=C(Nc1c2c(nn1-c1ccccc1)CS(=O)C2)C1CC1 (stereo not drawn) | 0.2 | 3 | -9 | 0.7
COC(=O)c1ccc(OC2=C(Cl)C(=O)N(c3cccc(C)c3C)C2=O)cc1 | 0.3 | -5 | 16 | -1.5
NC(=O)CSc1nnc(COc2ccc(Cl)cc2)n1Cc1ccccc1 | 0.8 | 8 | 7 | -1.4
CCN1CCN(CCC(=O)Nc2ccc3c(c2)OCO3)CC1 | 1.2 | -4 | 19 | -2.2
CCOC(=O)C1CCCN(C(=O)CN2C(=O)COc3ccc(C(C)(C)C)cc32)C1 (stereo not drawn) | 0.0 | -4 | -1 | -2.7
COc1ccc(/C=C2\SC(=S)N(C(C)C)C2=O)c(OC)c1 | 0.1 | 0 | 9 | 1.0
CN1C(=O)C(CC(=O)Nc2ccc(F)cc2)N(CCc2ccc(S(N)(=O)=O)cc2)C1=S (stereo not drawn) | -0.1 | 2 | -8 | 0.1
CCOc1c(Br)cc(/C=C2\SC(=S)N(CCC(=O)O)C2=O)cc1OC | -0.1 | 4 | -1 | 0.6
Cc1ccc(CN=C2NC(=O)C(CC(=O)NCc3ccccc3)S2)cc1 (stereo not drawn) | 0.3 | 5 | 11 | 0.7
CCCCOc1ccc(C2=N/C(=C\c3ccc(Br)cc3)C(=O)N2c2ccc(Cl)cc2C)cc1 | -0.1 | -5 | 0 | -1.2
COc1ccc(OCCCC(=O)Nc2ccccc2C(N)=O)cc1 | -0.1 | 1 | -7 | -0.5
CCc1cccc(CC)c1NC(=O)c1c(C)c(-c2ccc(Cl)cc2Cl)nc2ccccc12 | -0.1 | 11 | 10 | 0.1
COc1cc(/C=C2\NC(=O)N(Cc3ccc(Cl)cc3)C2=O)cc(Cl)c1OCC(=O)O | -0.1 | 3 | 3 | 1.2
COC(=O)C1=C(C)NC(C)=C(C(=O)OC)C1c1cn(-c2ccccc2)nc1-c1cccs1 | -0.2 | -4 | 5 | 1.0
COC(=O)c1ccc(C(=O)OC)c(NC(=O)c2ccc(CSc3ccccc3)o2)c1 | -0.1 | 7 | 15 | -1.7
Clc1ccccc1-n1ncnc1-c1ccc2c(c1)OCO2 | 0.1 | 15 | -19 | 0.5
Cc1cc(C(=O)N2CCC(C(=O)N(C)C(c3ccc(F)cc3)c3ccccn3)CC2)no1 (stereo not drawn) | 0.1 | -4 | -4 | -1.1
Cc1cc2c(cc1S(=O)(=O)CCC(=O)Nc1ccc(F)cc1F)OCC(=O)N2 | 0.3 | -1 | 7 | 0.6
CCn1c(=O)c([N+](=O)[O-])c(NCCCN2CCOCC2)c2ccccc21 | -0.2 | 0 | 3 | -1.2
COc1ccc(-c2nccc(NCCN(C(C)C)C(C)C)n2)cn1 | 0.0 | -4 | 13 | 1.2
CC(NC(=O)C(=O)N/N=C/c1ccc([N+](=O)[O-])cc1)c1ccccc1 (stereo not drawn) | -0.1 | -10 | -7 | -0.9
CCOc1ccc(-n2c(O)c(C3=c4ccccc4=NC3=O)sc2=S)cc1 | 0.0&-0.1 | -3&3 | 1&8 | -0.2&-0.4
CCC(C)NC(=O)CN(C)S(=O)(=O)c1ccc(Br)cc1 (stereo not drawn) | -0.1 | -8 | -3 | -0.8
CCOC(=O)c1sc2nc(CC(=O)OC)nc(N3CCC(C(=O)OCC)CC3)c2c1C | -0.1 | -2 | -12 | 0.2
Cc1ccc(C2N=C(c3ccc(Br)cc3)CC(c3ccccc3O)N2)cc1 (stereo not drawn) | 0.0 | -39 | 19 | -0.8
COc1cc(OC)cc(C(=O)N[C@H](C(=O)Nc2sc3c(c2C(N)=O)CCC3)C(C)C)c1 | -0.1 | 4 | 12 | 2.3
COC(=O)C1=C(C)NC2=C(C(=O)CCC2)C1c1ccc(Cl)cc1 (stereo not drawn) | -0.1 | 4 | -13 | -0.4
O=C(Cc1ccccc1)N1CCC(c2nc3c(nnn3Cc3cccc(F)c3)c(=O)[nH]2)CC1 | -0.1 | 9 | 6 | 0.1
O=[N+]([O-])c1ccc2c(c1)S(=O)(=O)N=C2Nc1cc(Cl)ccc1Cl | 0.3 | -4 | 7 | 0.3
CCN(CC)c1ccc(NC(=O)Cn2cc3c(n2)CCCC3)c(C)c1 | -0.5 | 3 | 11 | -0.1
COc1cccc(C(=O)NNC(=O)c2cccc(C)c2)c1 | -0.1 | -4 | 4 | -0.7
Cc1ccc(OCC(=O)N(Cc2ccccc2)C(C)(C)C)c([N+](=O)[O-])n1 | 0.6 | 7 | 8 | 0.0

2 compounds picked at random from the list so far:
SMILES | FBW7 activator | TEAD-YAP inh | MITF inh | GPR151 ag
COc1cc(/C=C2\SC(=Nc3cc(C)cc(C)c3)NC2=O)ccc1OCc1ccc(Cl)cc1Cl | -0.1 | 7 | -2 | 1.7
CCN(CC)c1ccc(NC(=O)Cn2cc3c(n2)CCCC3)c(C)c1 | -0.5 | 3 | 11 | -0.1

Following part.
SMILES | FBW7 activator | TEAD-YAP inh | MITF inh | GPR151 ag
Cc1ccc(-c2cnc3ccc(NC4CCOCC4)nn23)cc1 | -0.4 | 0 | -21 | -0.4
COCCn1c(-c2ccc(Cl)s2)csc1=Nc1ccc(OC)cc1 | -0.4 | -3 | 33 | -0.7
CC(NC(=O)c1cccnc1)c1nnc2n1CCN(Cc1ccccc1F)CC2 (stereo not drawn) | 0.1 | 1 | -14 | -0.6
CC(=O)C(Sc1ccccc1)C(=O)c1ccccc1 (stereo not drawn) | 0.2 | -23 | 16 | 0.4
CCC(C)NC(=O)c1csc(Nc2cccnc2)n1 (stereo not drawn) | 0.5 | 0 | 22 | 0.4
Cc1ccc(N2NC(=O)/C(=C/c3ccc(Br)cc3)C2=O)cc1C | 0.0 | 0 | 28 | 1.4
CC1=CC(=C(C#N)C#N)C=C(C)N1c1ccc(Br)cc1 | 0.2 | 11 | 12 | -1.5
Cn1cc(-c2ncoc2-c2ccnc(Nc3ccc(N4CCOCC4)cc3)c2)cn1 | -0.3 | 30 | -7 | -0.2
CC(c1nccs1)N(C)Cc1c(C(=O)N(C)CCc2ccccc2)nc2sccn12 (stereo not drawn) | 0.1 | 0 | -12 | 0.0
Cc1ccc(-c2nnc(SCC(N)=O)n2N)cc1 | -0.2 | 2 | -11 | -0.8
O=C(CCCn1c(SCC(=O)NC2CCCC2)nc2ccccc2c1=O)NCC1CCCO1 (stereo not drawn) | -0.1 | -2 | 2 | -0.2
CSc1ccccc1NC(=O)COc1ccccc1C | 0.1 | -19 | -1 | -0.2
Cc1cccc(NC(=O)CSc2nnc3ncccn23)n1 | 0.1 | 5 | -11 | 0.7
CN(C)C(=O)c1nnc(Cc2ccc(Cl)cc2)o1 | 0.0 | 2 | 16 | -0.2
CCOC(=O)C1=C(C)NC2=C(C(=O)CCC2)C1c1ccccc1OC (stereo not drawn) | 0.9 | 2 | -8 | -1.0
CCN1C(=O)NC(=O)/C(=C\c2cn(CCOc3ccc(OC)cc3)c3ccccc23)C1=O | 0.5 | 0 | 21 | -0.2
NNc1nc2ccccc2c(=O)n1C1CCCCC1 | -0.3 | -3 | -16 | 0.5
CN1CCN(C(=O)c2ccc3c(c2)NC(=O)C(CSCc2ccccc2Cl)N3)CC1 (stereo not drawn) | 0.4 | 11 | 10 | 0.4
O=C(CC1NC(=O)NC1=O)NCCN1Cc2ccccc2OC(c2ccccc2F)C1 (stereo not drawn) | -0.1 | -7 | -2 | 0.6
O=C(c1nc2ccc(Cl)cn2c1CN1CCCCC1)N1CCc2ccccc2C1 | 0.1 | -8 | -7 | -0.8

Given tab-delimited: part of the list above
compound	FBW7 activator	TEAD-YAP inh	MITF inh	GPR151 ag
CC(=O)C(Sc1ccccc1)C(=O)c1ccccc1 (stereo not drawn)	0.2	-23	16	0.4
CCC(C)NC(=O)c1csc(Nc2cccnc2)n1 (stereo not drawn)	0.5	0	22	0.4
Cc1ccc(N2NC(=O)/C(=C/c3ccc(Br)cc3)C2=O)cc1C	0.0	0	28	1.4
CC1=CC(=C(C#N)C#N)C=C(C)N1c1ccc(Br)cc1	0.2	11	12	-1.5
Cn1cc(-c2ncoc2-c2ccnc(Nc3ccc(N4CCOCC4)cc3)c2)cn1	-0.3	30	-7	-0.2
CC(c1nccs1)N(C)Cc1c(C(=O)N(C)CCc2ccccc2)nc2sccn12 (stereo not drawn)	0.1	0	-12	0.0

Later entries:
SMILES | FBW7 activator | TEAD-YAP inh | MITF inh | GPR151 ag
COc1ccccc1CN1CCN(C(=O)Cn2nnnc2CN(C)C(C)C)CC1 | -0.1 | -5 | 2 | 0.1
COc1ccc(C2CC(=O)C3=C(C2)Nc2ccccc2NC3c2ccccc2[N+](=O)[O-])cc1 (stereo not drawn) | -0.1 | -28 | 6 | -0.3
O=C(NCc1cccc(C(F)(F)F)c1)c1csc(Nc2ccncn2)n1 | 0.4 | 3 | 15 | -0.9
CC(=O)Nc1nc(CC(=O)O)cs1 | 0.6 | -5 | 18 | 4.1
COc1cc(C2CC(C(F)(F)F)n3ncc(C(=O)Nc4ccc(C)c(C)c4)c3N2)cc(OC)c1OC (stereo not drawn) | -0.1 | -10 | 2 | 0.1
Brc1ccc(Nc2nc3ccccc3n3cnnc23)cc1 | 0.2 | -6 | 3 | -1.8
COc1ccc(N(C(=O)c2ccco2)S(=O)(=O)c2cccs2)cc1 | -0.1 | 11 | -9 | 0.0
CC(C)(C)C(=O)Nc1nnc(C2CCCC2)s1 | 0.1 | -3 | 8 | 0.3
O=C(NCc1ccco1)c1cc(-c2ccccn2)nc2ccccc12 | -0.1 | 9 | 5 | 2.2
NCCNC(=O)c1ncsc1-c1cccc(F)c1 | -0.1 | -3 | -15 | 0.3
O=C(CSc1nc2cc(C(=O)NCc3ccco3)ccc2c(=O)n1C1CCCCC1)NCCc1ccccc1 | -0.1 | 1 | 10 | -0.8
Cc1ccc(Nc2nc(-c3ccc(I)cc3)cs2)cc1 | -0.2 | -31 | -1 | 0.0
CSCCCNC(=O)CC1C(=O)NCCN1CCc1ccccc1 (stereo not drawn) | 0.0 | -4 | 2 | -0.7
COc1ccc(C)cc1N(C)C(=O)Cn1ncc2c(=O)oc3ccccc3c21 | -0.4 | 18 | 6 | -0.1
Cc1[nH]c2ccccc2c1SCC(=O)NCc1ccco1 | 0.0 | 0 | 5 | 1.7
Cc1cc(NC(=O)c2ccccc2F)ncc1NC(=O)C(C)(C)C | 0.0 | 14 | -1 | -2.4
COc1ccc(-n2nnnc2SCC(=O)c2[nH]c(C)c(C(C)=O)c2C)cc1 | -0.2 | 5 | 3 | -0.3
CSCCC(Nc1ncnc2sc3c(c12)CCCC3)C(=O)O (stereo not drawn) | 0.4 | 13 | 7 | 0.6
O=C1c2cccc3cccc(c23)C(=O)N1CCO | 0.0 | -6 | 3 | 0.8
CCCCC(CC)COC(=O)/C=C/c1ccc(OC)cc1 (stereo not drawn) | 0.0 | -8 | 5 | 1.0
O=C(/C=N/O)c1ccc(Cl)cc1Cl | -0.1 | 4 | 5 | 3.0
CC1CCCN(C(=O)CCS(=O)(=O)c2cc3c(cc2Cl)NC(=O)CO3)C1 (stereo not drawn) | 0.0 | -6 | 10 | 0.7
NC(=O)c1nnn(-c2nonc2N)c1CN1CCOCC1 | -0.2 | -13 | 2 | -1.2
COC(=O)c1c(-c2ccc(F)cc2)noc1N | 0.2 | -1 | -5 | 0.0
COC(CNC(=O)c1cc(S(=O)(=O)N2CC(C)CC(C)C2)ccc1Sc1ccc(F)cc1)OC (stereo not drawn) | 0.0 | -6 | -18 | 1.9
O=C1C(=O)N(Cc2cccc3ccccc23)c2ccc([N+](=O)[O-])cc21 | 0.1 | 35* | 15 | -1.2
CCOC(=O)C1=C(c2ccccc2)N=c2s/c(=C\c3ccc([N+](=O)[O-])o3)c(=O)n2C1c1ccc(OCC)cc1 (stereo not drawn) | 0.0 | 16 | 23 | 0.0
Cc1c(NC(=O)c2ccc(S(=O)(=O)N3CCCC3)cc2)c(=O)n(-c2ccccc2)n1C | 0.8 | -4 | 4 | 1.7
Brc1cccc(-c2nnc3sc(CNCC4CCCO4)cn23)c1 (stereo not drawn) | 0.0 | -3 | 2 | 0.5
CCOC(=O)C1(N(CC)CC)Sc2cc(C)ccc2NC1=O (stereo not drawn) | -0.2 | -1 | 7 | -1.8
Cc1ccc(NC(=O)c2cccs2)cc1Cl | 0.0 | -77 | -8 | -1.1
Cc1ccc(-n2c(C)cc(/C=N/NC(=O)c3ccncc3)c2C)cc1C | -0.1 | 1 | -8 | 2.3
